Screening results as filed in PubChem.
TbPYK inhibitor = T. brucei pyruvate kinase inhibition; Q57TT1; TbPYK enzyme, Kinase-Glo Plus ATP luminescence, 45 min; Potency, µM (top dose mostly 76.8 µM), for inactives: at the top dose activity, negative = inhibition, hits mostly inhibitors; 410,000 compounds, 0.12% hits; note: potency is the fitted concentration of half-maximal effect; nearly all actives have a fitted effect of over 50% in size
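In this concentration-response screen, enzyme-free wells defined baseline while DMSO plates tracked drift. Each reaction combined TbPYK, substrate, compound and 130 uM ADP for 45 min at room temperature. Kinase-Glo Plus luminescence gave the signal.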
LmPK inh = blocks Leishmania mexicana pyruvate kinase activity; Q27686; purified LmPK, Kinase-Glo ATP luminescence, 1 h; Potency, µM (titrated, usually from 57.5 µM), for the others: top-dose activity change, negative = inhibition, usual class: inhibitors; 290,000 compounds, 0.37% hits; note: potency is the fitted concentration of half-maximal effect
Target sequence (Q27686 whole entry, looked up): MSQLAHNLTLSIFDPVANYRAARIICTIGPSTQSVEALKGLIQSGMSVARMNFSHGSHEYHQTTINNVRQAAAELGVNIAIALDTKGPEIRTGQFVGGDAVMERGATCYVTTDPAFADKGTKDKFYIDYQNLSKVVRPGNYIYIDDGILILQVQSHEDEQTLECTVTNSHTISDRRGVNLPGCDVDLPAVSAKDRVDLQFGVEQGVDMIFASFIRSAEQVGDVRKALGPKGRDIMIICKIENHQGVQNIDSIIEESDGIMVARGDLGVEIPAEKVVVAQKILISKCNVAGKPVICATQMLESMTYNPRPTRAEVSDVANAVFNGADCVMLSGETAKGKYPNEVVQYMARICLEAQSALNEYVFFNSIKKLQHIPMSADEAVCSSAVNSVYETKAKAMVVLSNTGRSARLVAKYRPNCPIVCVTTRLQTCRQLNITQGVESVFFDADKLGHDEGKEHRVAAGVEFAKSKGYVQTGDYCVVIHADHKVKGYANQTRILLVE
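Purified LmPK (0.1 nM) converted ADP (0.1 mM) to ATP with PEP (0.5 mM) in imidazole buffer pH 7.2 with KCl and MgCl2, 1 h at room temperature. ATP was read by Kinase-Glo luminescence; data normalized to uninhibited and no-enzyme controls.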
AMA1-RON2 inh = disrupts binding of P. falciparum AMA1 to RON2. AID 720542. Potency, µM (highest dose often 58.2 µM), for inactives: at the top dose activity change, negative = inhibition, most hits filed as inhibitors. AlphaScreen AMA1-biotinylated RON2 peptide binding. 360,000 compounds, 0.2% hits;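 note: potency is the fitted concentration of half-maximal effect; 0% = vehicle wells and -100% = peptide control; nearly all actives have a fitted effect of over 45% in size; some results filed as inactive show a strong effect at the top dose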
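AMA1 (3D7) with his tag at 25 nM final met compounds first, then biotinylated RON2 peptide at 25 nM; detection used donor plus acceptor beads, 10 µg/mL apiece, read by AlphaScreen after 30 min at room temperature.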
AmpC no deterg = blocks E. coli AmpC beta-lactamase in detergent-free assay; Potency, µM (doses to about 57.1 µM), inactives show top-dose activity change, negative = inhibition, most hits filed as inhibitors; 330,000 compounds, 0.52% hits; AID 485341; AmpC nitrocefin hydrolysis, absorbance 480 nm, 0.0001% Triton; P00811;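 note: potency is the fitted concentration of half-maximal effect; plate controls were no compound for no effect and no enzyme for full effect; nearly all actives have a fitted effect of over 20% in size; some results filed as inactive show a strong effect at the top dose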
Target sequence (P00811 whole entry, looked up): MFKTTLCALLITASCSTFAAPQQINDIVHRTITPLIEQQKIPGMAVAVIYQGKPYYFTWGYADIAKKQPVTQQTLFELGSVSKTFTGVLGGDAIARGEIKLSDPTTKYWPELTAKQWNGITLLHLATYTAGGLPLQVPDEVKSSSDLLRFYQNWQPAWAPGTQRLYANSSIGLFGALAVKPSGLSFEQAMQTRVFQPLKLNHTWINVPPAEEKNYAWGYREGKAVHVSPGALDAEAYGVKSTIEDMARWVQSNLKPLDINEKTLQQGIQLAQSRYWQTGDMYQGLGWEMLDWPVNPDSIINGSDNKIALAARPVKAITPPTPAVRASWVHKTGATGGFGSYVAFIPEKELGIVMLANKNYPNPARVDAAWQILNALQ
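AmpC (5.3 nM in the dispensed reagent) in 20 mM phosphate pH 7.0 with 0.01% (detergent screen) or 0.0001% Triton X-100 was preincubated with compounds for 15 min at room temperature. Nitrocefin was then added from an 800 uM solution, and hydrolysis was followed at 480 nm.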
Sm TGR inh = inhibitors of Schistosoma mansoni thioredoxin glutathione reductase; purified TGR, DTNB reduction, TNB absorbance 405 nm; Q962Y6; 360,000 compounds, 3% hits; AID 485364; Potency, µM (top dose mostly 114 µM), for the others: at the highest dose activity change, negative = inhibition, hits mostly inhibitors; note: potency is the fitted concentration of half-maximal effect; nearly all actives have a fitted effect of over 60% in size
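TGR 20 nM + NADPH 100 uM (dispensed conc.), cpd preinc 15 min RT; start with NADPH (500 uM addition) then DTNB (15 mM addition). Kinetic TNB absorbance, 405 nm filter. Four-parameter Hill fit across titration.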
AmpC inh detg = AmpC beta-lactamase inhibition with detergent present | P00811 | AmpC hydrolysis of nitrocefin, absorbance 480 nm, 0.01% Triton | Potency, µM (highest dose often 114 µM), inactives show at the highest dose activity change, negative = inhibition, most hits filed as inhibitors | 370,000 compounds, 0.041% hits | AID 485294;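 note: potency is the fitted concentration of half-maximal effect; 0% = no-compound wells and -100% = no-enzyme wells; nearly all actives have a fitted effect of over 25% in size; some results filed as inactive show a strong effect at the top dose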
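20 mM phosphate pH 7.0 + 0.01% (detergent screen) or 0.0001% Triton X-100; 5.3 nM AmpC reagent; cpd preinc 15 min RT; nitrocefin (800 uM stock) to start; A480 q20 s × 4 min; Activity was normalised to no-enzyme and no-compound control wells.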
HCMV inh = inhibitors of human cytomegalovirus; AID 1259415; activity change, negative = inhibition, % at 57.5 µM; HFF cells, HCMV-luciferase reporter, 72 h; hits give low values; 410,000 compounds, 4.5% hits; in the data active = activity change below about -60%; inconclusive = no clear call, values can overlap the other calls; inactive = above about -39%
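Inhibition of viral replication was scored as loss of reporter luminescence in HFFs infected with HCMV-luciferase (MOI 1 PFU/cell) for 72 h; compounds tested at 2 doses, normalized to buffer and Salinomycin controls.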
The depositor's hits bear a star; ? = inconclusive; · = not tested or not shown; & = joins results of further samples; [ ] = remark or other dose. Unless noted, calls come from the whole dose curve; as a rule, active = well fitted curve in the direction sought with a large enough effect; inconclusive = small, poorly fitted or top-dose-only effect, or another doubt; inactive = no such curve, though single readings can be large; an effect the other way counts as inactive or inconclusive. Unless noted, % is set by controls: 0 for no effect and ±100 for the full control effect.

compound | TbPYK inhibitor | LmPK inh | AMA1-RON2 inh | AmpC no deterg | Sm TGR inh | AmpC inh detg | HCMV inh
CC(C)OC(=O)Cn1cc(C#N)c2ccccc21 | 6.2% | -5.2% | -8.2% | -15.1% | 0.0% | 4.6% | 28.7
CCCCOCCCNC(=O)CN1C(=O)c2ccccc2C1=O | 0.0% | 7.9% | 0.2% | -1.8% | -1.0% | -14.0% | 75.0
Nc1ccn([C@@H]2O[C@H](CO)[C@@H](O)[C@@H]2O)c(=O)n1 | 3.9% | -0.7% | -2.9% | -22.7% | -4.8% | -11.3% | -99.5*
O=C(CN1CCN(C(=O)c2ccc(-c3nc4ccccc4s3)o2)CC1)Nc1ccccc1Cl | -3.9% | · | -5.3% | -6.9% | -14.2% | 2.4% | 27.2
CCc1nnc(NC(=O)CSc2nnc(-c3ccc(S(=O)(=O)N(CC)CC)cc3)n2CC)s1 | 0.6% | 2.4% | -1.1% | 40.4% | -32.5% | -1.8% | ?
CCOc1ccc(N(CC(=O)N2CCN(c3ccccc3OC)CC2)S(=O)(=O)c2ccc(F)cc2)cc1 | 7.7% | 7.4% | -5.1% | 166.5%[activator] | 9.4% | 0.1% | ?
O=c1cc(N2CCN(Cc3ccccc3)CC2)[nH]c(=O)n1Cc1ccc(F)cc1 | -13.1% | 6.8% | 7.1% | -18.3% | ? | -0.1% | -11.2
COCCCNC(=O)Cn1c(=O)n(CCCCCC(=O)NCc2ccc3c(c2)OCO3)c(=O)c2sccc21 | -5.9% | 5.5% | -5.3% | -0.2% | 10.7% | 3.2% | -32.7
CN(CC(=O)O)c1ccc(S(=O)(=O)N2CCOCC2)cc1[N+](=O)[O-] | 1.4% | 0.3% | 12.9% | -23.8% | -14.2% | 3.4% | -34.6
O=C(NCc1ccccc1CN1CCCC1)c1cccc(N2CCCC2=O)c1 | 2.2% | · | -7.2% | 50.2% | -13.9% | 4.9% | 104.3
COc1ccc(S(=O)(=O)N/N=C(/C)c2ccncc2)c(OC)c1 | -20.9% | -6.5% | 0.0% | -0.4% | -21.7% | -0.9% | -11.2
FC(F)(F)c1nc2ccccc2nc1N/N=C/c1c(Cl)cccc1Cl | -10.5% | 4.3% | 0.9% | ? | 0.2% | -5.5% | -6.3
Cc1ccc(C(=O)Nc2nc(=O)n(C(=O)CC(C)C)s2)cc1 | -18.1% | 0.0% | -1.2% | -4.7% | 3.2% | 0.5% | -27.5
Clc1ccc(SCc2csc(N3CCOCC3)n2)cc1 | -2.8% | -2.8% | ? | 13.8% | -30.0% | -7.2% | -18.8
O=C(Cn1cc(C(=O)C(=O)N2CCOCC2)c2ccccc21)Nc1cccc(C(F)(F)F)c1 | -3.8% | · | -0.8% | · | · | · | 31.4
CN(C)C(/C=C/Nc1ccc(F)cc1)=C(C#N)C#N | 0.0% | 0.7% | 13.0% | 2.1% | ? | -1.3% | -26.7
O=C(CC(=O)N/N=C/c1ccc(O)cc1)N/N=C/c1ccc(O)cc1 | -5.3% | -3.0% | 34.4%[activator] | -16.4% | -0.5% | -0.5% | -21.5
CN(Cc1cn[nH]c1-c1ccc(-c2ccccc2)cc1)CC1CCOCC1 | -3.6% | 1.3% | 10.1% | 27.1% | 5.6% | 1.1% | 2.0
Fc1cccc(Cl)c1/C=N/Nc1c(Cl)cncc1Cl | -3.0% | 1.8% | 10.1% | -14.3% | -16.1% | -8.4% | ?
CC(C)(C)c1o[nH]c(=O)c1CC(N)C(=O)O (stereo not given) | 1.1% | · | 29.3% | -24.1% | -9.7% | -6.7% | -36.5
CCOc1ccc(S(=O)(=O)Nc2ccc3c(c2)n(C)c(=O)n3C)cc1 | 0.6% | 10.8% | -7.3% | -21.3% | 0.4% | -16.7% | -29.5
CCOc1ccc(CNC(=O)c2ccc3c(c2)c(C)c(C)n3Cc2ccccc2)cc1OC | -3.3%[15.4 µM] | · | · | · | 6.6% | 3.6% | ?
O=C(CSc1nc2ccccc2s1)N/N=C/c1ccc(C(=O)O)cc1 | 0.8% | -1.2% | 1.4% | -24.8% | 1.8% | -16.0% | -27.8
CCOc1ccc(N2CC(c3nc4ccccc4n3Cc3cccc(Cl)c3)CC2=O)cc1 (stereo not given) | 0.0% | · | · | · | 2.3% | -7.4% | 10.3
CC1=C(C(=O)NC2CCCCC2C)C2(CCC(C)CC2)OC1=O (stereo not given) | -2.1% | 3.5% | -4.9% | -0.2% | 3.4% | ? | 1.3
CCCCCNC(=O)c1ccc2c(c1)ncn2-c1cccc(C)c1 | -5.3% | · | · | · | 0.9% | -8.3% | -15.7
O=C(Nc1nnc(SCc2ccccc2)s1)c1cccc([N+](=O)[O-])c1 | -8.1% | -8.8% | -10.7% | -20.8% | -1.1% | -2.0% | 2.0
CCCC[N+]1(C)C2CC(OC(=O)C(CO)c3ccccc3)CC1C1OC12 (stereo not given) | -6.9%&3.0% | 3.3% | 3.2% | -16.3% | -1.9% | 4.8% | -14.1
CCOc1ccccc1CNCCOC | 9.5% | -0.8% | 6.7% | -17.5% | · | -7.0% | 4.6
CCc1ccc(CN(C)CC(=O)Nc2ccc(S(=O)(=O)N3CCOCC3)cc2)cc1 | -5.9% | · | -6.3% | 98.5%[activator] | 3.8% | -10.8% | 0.0
Cc1ccc(NS(=O)(=O)c2c(C(=O)N3CCC(C)CC3)c(C)n(C)c2C)cc1Cl | 5.4% | · | · | · | 3.6% | 7.5% | -16.3
CCNC(=O)c1cc2c(c(-c3cccc(-c4cncnc4)c3)n1)[C@@H](CCO)N(C(C)=O)C2 | -2.6% | · | 4.0% | · | · | · | -15.7
COc1ccc(C2CC(=O)c3cc(-c4nc(-c5cccc([N+](=O)[O-])c5)cs4)c(=O)n(-c4ccccc4N)c3C2)cc1 (stereo not given) | 0.1% | · | · | · | -3.5% | -1.6% | 20.4
O=C(CSc1ccc(-c2ccco2)nn1)N1CCCCC1 | -7.7% | -5.6% | -13.5% | -22.9% | ? | 1.6% | -5.3
CC1CCCN(c2ccc(C(=O)NCc3ccc4c(c3)OCO4)cc2[N+](=O)[O-])C1 (stereo not given) | -6.3% | 4.7% | -22.8% | -41.0% | -4.9% | 8.0% | -30.8
C/C(CC(=O)Nc1ccc(F)cc1F)=N\NC(=O)C(=O)N1CCCCC1 | · | 5.9% | · | -10.0% | -13.2% | ? | ·
OC1CN=C2C=CC=CN2C1 (stereo not given) | -2.2% | -0.8% | -4.0% | 0.1% | -1.0% | -4.9% | -12.4
CCOc1ccc(NC(=O)C2CCN(C(=O)NC3CCCCC3)CC2)cc1 | -0.3% | 8.5% | -2.1% | -14.6% | -2.3% | ? | 22.3
O=C(c1cccc(C(F)(F)F)c1)N1CCC2(CC1)NCCc1[nH]cnc12 | 2.0% | 5.8% | -6.4% | -3.2% | -8.4% | 0.7% | 12.2
CCOC(=O)[C@]12CCC=C1N(Cc1ccc3c(c1)OCO3)C(=O)[C@H](CC(=O)N1CCN(C(=O)c3ccco3)CC1)C2 | -2.9% | · | 1.1% | · | · | · | -0.1
O=C(Nc1ccccc1)c1cccn(Cc2ccccc2)c1=O | -1.3% | -1.5% | -11.3% | 48.6% | 6.2% | -4.9% | -31.2
COc1ccccc1CNC(=O)CC(c1ccc(C)cc1)N1Cc2ccccc2C1=O (stereo not given) | 0.4% | · | · | · | 13.8% | -2.2% | -14.4
COc1ccc2cc1Oc1ccc(cc1)C[C@H]1c3cc(c(OC)cc3CCN1C)Oc1c(OC)c(OC)cc3c1[C@H](C2)N(C)CC3 | -0.1% | 1.8% | -19.6% | 214.2%[activator] | -1.6% | 0.3% | ?
CCOC(=O)C1=C[C@@H](C)N(S(=O)(=O)c2ccc(C)cc2)[C@H]1c1ccccc1 | -8.6% | · | -1.9% | · | · | · | -17.4
N#Cc1ccc(-c2cccs2)nc1SCc1cccnc1 | 2.5% | -0.6% | 22.7% | -36.3% | -22.6% | 2.3% | -20.0
O=C(CCn1c2c(c3ccccc31)CCCC2)NNC(=O)c1ccccc1[N+](=O)[O-] | 2.1% | 0.8% | 14.1% | -26.4% | -11.1% | -2.8% | 10.3
CCc1cccc(CC)c1NC(=O)c1cccc(N)c1 | -5.3% | 5.3% | -13.8% | -14.5% | -0.6% | -0.6% | -13.9
COc1cc(C(=O)O/N=C2\C=CC(=O)C=C2C)cc(OC)c1OC | -17.9% | -3.0% | -11.1% | -16.4% | 3.16µM* | ? | ?
COCCCNc1nc(-c2ccncc2)nc2ccccc12 | -2.4% | -0.5% | 12.3% | -13.0% | -22.9% | -0.2% | 13.9
CC1SCC(=O)N(CC(=O)Nc2ccc3c(c2)OCCO3)C1=O (stereo not given) | -3.5% | 1.3% | 15.2% | -19.7% | -4.1% | ? | -14.0

Carrying on.
compound | TbPYK inhibitor | LmPK inh | AMA1-RON2 inh | AmpC no deterg | Sm TGR inh | AmpC inh detg | HCMV inh
CC(C)(C)c1ccc(NC(=O)NC2CCCc3ccccc32)cc1 (stereo not given) | -2.1% | 6.9% | -6.6% | 45.9% | -1.9% | 2.7% | -11.0
CCCNC(=O)C1(C)CCN(Cc2ccc(-c3ccccc3)o2)C1 (stereo not given) | -24.1% | · | -16.6% | · | · | · | -9.7
O=C(NCCC1=CCCCC1)c1ccc2c(c1)N(Cc1cccc(Cl)c1)C(=O)c1ccccc1S2(=O)=O | 5.0% | · | · | · | 9.4% | 8.9% | -9.9
CN(CCO)c1c2c(nc3cc(-c4cccc(F)c4)nn13)CCCC2 | 1.3% | 8.5% | 9.5% | 39.7% | 1.1% | -4.9% | 110.1
O=C1C2CCN(CC2)C1Cc1ccc(OCCOc2ccccc2)cc1 (stereo not given) | 4.7% | 3.2% | -15.5% | 74.4%[activator] | -10.6% | -8.2% | 12.8
CCn1c(=O)c(C(=O)CN2CCN(Cc3ccc4c(c3)OCO4)CC2)c(N)n(Cc2ccccc2)c1=O | -2.3% | -0.9% | -8.5% | 102.7%[activator] | -9.1% | -10.9% | 2.9
COC(=O)CCSCc1cn2cc(Cl)ccc2n1 | -4.3% | -4.7% | -3.4% | -11.1% | 2.7% | 0.0% | -23.2
Clc1cccc(/C=N\Nc2nccs2)c1 | 0.2% | 1.4% | 60.3%[activator] | -51.9% | -9.9% | -10.2% | 50.4
